N370S GC – inhibits or activates N370S mutant glucocerebrosidase; P04062; N370S GC spleen homogenate, 4MU-glucoside fluorescence; Potency, µM (doses to about 59.4 µM), for the others: top-dose activity change, negative = inhibition, usual class: inhibitors; actives 0.092% (n = 330,000); AID 2101;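 also: 0% = full enzyme activity and -100% = no enzyme basal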
FEN1 inhibitor – human FEN1 inhibition; actives 0.35% (n = 390,000); AID 588795; Potency, µM (highest dose often 114 µM), for the others: top-dose activity change, negative = inhibition, usual class: inhibitors; P39748; Recombinant FEN1 flap cleavage, fluorescence, 15 min; also: nearly all actives have a fitted effect of over 65% in size
Target sequence (P39748 whole entry, looked up): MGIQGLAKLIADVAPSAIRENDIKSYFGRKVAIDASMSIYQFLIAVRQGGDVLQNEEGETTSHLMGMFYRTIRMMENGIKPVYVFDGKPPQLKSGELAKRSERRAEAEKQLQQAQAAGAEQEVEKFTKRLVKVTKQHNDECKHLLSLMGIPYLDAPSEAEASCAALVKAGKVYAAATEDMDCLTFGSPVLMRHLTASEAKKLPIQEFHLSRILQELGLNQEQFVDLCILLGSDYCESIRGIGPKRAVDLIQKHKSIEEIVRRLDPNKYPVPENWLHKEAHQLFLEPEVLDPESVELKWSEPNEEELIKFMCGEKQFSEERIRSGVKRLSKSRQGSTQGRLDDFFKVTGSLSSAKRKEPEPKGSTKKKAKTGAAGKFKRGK
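FEN1 at 10 nM, compound pretreatment for 15 min (room temperature), 50 nM final substrate to initiate; endpoint reads at 0 and 15 min; DMSO-only plates used as vehicle background.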
TDP1 inh – inhibitors of human tyrosyl-DNA phosphodiesterase TDP1; Q9NUW8; recombinant TDP1, AlphaScreen DNA substrate cleavage; Potency, µM (highest dose often 130 µM), for inactives: at the highest dose activity change, negative = inhibition, usual class: inhibitors; actives 0.28% (n = 350,000); AID 485290; also: nearly all actives have a fitted effect of over 40% in size
Target sequence (Q9NUW8 whole entry, looked up): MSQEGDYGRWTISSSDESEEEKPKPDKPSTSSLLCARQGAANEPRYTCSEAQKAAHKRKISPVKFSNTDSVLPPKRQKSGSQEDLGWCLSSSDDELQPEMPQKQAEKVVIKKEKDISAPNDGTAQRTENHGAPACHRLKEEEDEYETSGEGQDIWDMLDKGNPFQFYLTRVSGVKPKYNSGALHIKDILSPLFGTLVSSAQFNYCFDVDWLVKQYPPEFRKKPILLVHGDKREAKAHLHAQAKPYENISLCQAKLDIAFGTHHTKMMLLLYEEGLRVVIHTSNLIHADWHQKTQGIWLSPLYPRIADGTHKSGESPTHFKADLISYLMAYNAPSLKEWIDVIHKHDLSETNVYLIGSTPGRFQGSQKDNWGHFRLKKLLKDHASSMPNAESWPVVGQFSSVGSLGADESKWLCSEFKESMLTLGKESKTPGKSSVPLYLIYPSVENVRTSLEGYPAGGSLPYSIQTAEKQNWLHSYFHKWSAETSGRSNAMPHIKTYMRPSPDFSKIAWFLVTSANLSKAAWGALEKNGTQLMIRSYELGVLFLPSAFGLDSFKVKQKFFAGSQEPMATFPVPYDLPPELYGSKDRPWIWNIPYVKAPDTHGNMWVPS
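Steps: enzyme plus compound, 15 min RT; add biotin/phosphotyrosine-FITC oligonucleotide (15 nM final), react 5 min; add donor/acceptor beads (10 ug/ml final), 10 min; read AlphaScreen. Tdp1 at 1 nM final.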
Active calls of the source: *; ? = inconclusive; · = not tested or not shown; & = joins results of further samples; [ ] = dose if it differs, or a comment. Calls follow the shape of the dose curve; as a rule, active = well fitted curve in the direction sought with a large enough effect; inconclusive = small, poorly fitted or top-dose-only effect, or another doubt; inactive = no such curve, though single readings can be large; an effect the other way counts as inactive or inconclusive. Unless noted, % is scaled to controls: 0 for no effect and ±100 for the full control effect; potency is read from the fitted curve at half-maximal effect.

SMILES	N370S GC	FEN1 inhibitor	TDP1 inh
Cc1ccc(Cl)cc1NC(=O)Nn1cnnc1	-3%	-1%	2%[56.1 µM]
CC(C)(C)Nc1nc(Nc2ccc([N+](=O)[O-])cc2)nc(NC(C)(C)C)n1	-4%	7%	·
COc1ccc(-n2c(SCC3OCCO3)nc3c(sc(=S)n3-c3ccccc3)c2=O)cc1OC	-20%	7%	6%
O=C(NCCc1ccccc1)C1c2ccccc2C(=O)N1Cc1cccs1 (stereo not given)	23%	3%	5%
CCCC(=O)Nc1cc(S(=O)(=O)N(CC)CC)ccc1Cl	-2%	-16%	2%
COc1ccccc1/C=C/C(=O)NCCc1ccccn1	-6%	7%	7%
CS(=O)(=O)c1ccc2nc(NC(=O)c3ccc(NS(=O)(=O)c4cccc([N+](=O)[O-])c4)cc3)sc2c1	-18%	-9%	·
CCC(C)c1cc([N+](=O)[O-])cc([N+](=O)[O-])c1OC(=O)OC(C)C (stereo not given)	-4%	·	25%
O=C(CCc1nc(-c2ccccc2)no1)N1CCCC1	-22%	7%	1%
COc1ccc2c(C)c(CC(=O)NCCc3ccc(Cl)cc3)c(=O)oc2c1C	·	32%	7%
COc1cccc(CN(C)C(=O)c2ccc(N3CCCC3)c([N+](=O)[O-])c2)c1	13%	11%	12%
Cc1cccc(NC(=O)C2C3CCC4C(CCC32)C4(Cl)Cl)c1 (stereo not given)	5%	9%	-2%
O=C(CSc1ncn[nH]1)CSc1ncn[nH]1	-2%	-2%	3%
COc1ccc(NC(=O)CCn2c(=O)c3cccn3c3cccnc32)cc1Cl	·	1%	5%
C=CCNC(=S)Nc1ccccc1-c1nnc2n1CCCCC2	0%	1%	0%
CC(C)=NN1C(=O)c2ccccc2NC1(C)C	24%	7%	6%
CCN1CCN(c2oc(-c3ccccc3)nc2S(=O)(=O)c2ccc(C)cc2)CC1	-14%	-8%	-4%
Cc1cc(C)n(-c2nc(SCC(=O)Nc3nccs3)c3c4c(sc3n2)COC(C)(C)C4)n1	-8%	2%	1%
C=CCNC(=S)N1CCN(CCN=CC2=C(O)CC(c3ccc(Cl)cc3)CC2=O)CC1 (stereo not given)	-1%	0%	5%
COc1ccccc1N1CCN(C(=O)/C=C/c2ccc3c(c2)OCO3)CC1	7%	-3%	5%
COc1ccc2[nH]cc(CCNS(=O)(=O)c3ccc(F)cc3)c2c1	8%	-10%	-2%
Cc1oc2c(C)c3oc(=O)c(CCC(=O)N4CCC(C(=O)NCCC(=O)O)(c5ccccc5)CC4)c(C)c3cc2c1C	2%	-14%	5%
O=C(CCCC(=O)N(CC(=O)NC1CCCC1)Cc1ccccc1)Nc1ccccn1	-9%	0%	1%
Oc1ccc2ccccc2c1C=Nc1ccccc1	15%	-20%	-4%
O=C(COC(=O)C1Cc2ccccc2CN1C(=O)c1ccccc1Cl)Nc1ccc(N2CCOCC2)cc1 (stereo not given)	-18%	-4%	7%
CCOc1cc2c(C)cc(=O)oc2cc1Cl	-24%	-3%	-4%
O=C(CCn1cccc1)Nc1ccc(OC(F)(F)F)cc1	-5%	-10%	3%
COC(=O)c1cccc(NC(=O)CSc2nc(O)c(-c3ccccc3)c(=O)[nH]2)c1	20%	10%	·
CCc1ccccc1NC(=O)c1ccc2c(O)c(S(=O)(=O)c3ccccc3)c(=O)[nH]c2c1	·	-7%	3%
CC(=O)c1c(C)[nH]c(C(=O)OCC(=O)N2CCCC2=O)c1C	·	-1%	-1%[56.1 µM]
O=S(=O)(NC1c2cccc3cccc(c23)C1N1CCNCC1)c1ccc(Cl)cc1 (stereo not given)	7.1µM*	-1%	0%
O=C(CC(c1ccco1)C1CCCCC1=O)c1ccccc1 (stereo not given)	12%	4%	-5%
CN(CC(=O)N1CCN(Cc2ccccc2)CC1)S(=O)(=O)c1ccc(Br)cc1	-8%	-3%	5%[56.1 µM]
CCC(=O)NC(=S)Nc1ccccc1C(=O)NC1CCCCC1	18%	1%	-3%
CCCCNC(=O)CC1N=C2c3ccccc3N=C(SCC(=O)Nc3ccc(OC)cc3)N2C1=O (stereo not given)	10%	8%	6%
COCCN1Cc2cccc(C(=O)Nc3ccc(C(=O)OC)cc3)c2C1=O	·	-7%	2%
c1ccc2c(c1)CC(N1CCN(c3cccc4c3OCCO4)CC1)C2	-5%&-3%	·	10%
CN(C)c1cc(Cl)c2nonc2c1N	-9%	?	5%
CCn1cc(C(=O)NCCc2ccccc2)c(=O)c2cc(S(=O)(=O)N(C)C)ccc21	-5%	4%	·
Cc1ccc(NCc2nnc(SCC(N)=O)n2CC2CCCO2)c(C)c1 (stereo not given)	3%	1%	6%[56.1 µM]

Quoted at random: three records from the list, in no set order.
SMILES	N370S GC	FEN1 inhibitor	TDP1 inh
CC(=O)c1c(C)[nH]c(C(=O)OCC(=O)N2CCCC2=O)c1C	·	-1%	-1%[56.1 µM]
CCC(=O)NC(=S)Nc1ccccc1C(=O)NC1CCCCC1	18%	1%	-3%
COc1cccc(CN(C)C(=O)c2ccc(N3CCCC3)c([N+](=O)[O-])c2)c1	13%	11%	12%

An excerpt from above in order of the TDP1 inh value, descending:
SMILES	N370S GC	FEN1 inhibitor	TDP1 inh
c1ccc2c(c1)CC(N1CCN(c3cccc4c3OCCO4)CC1)C2	-5%&-3%	·	10%
CCCCNC(=O)CC1N=C2c3ccccc3N=C(SCC(=O)Nc3ccc(OC)cc3)N2C1=O (stereo not given)	10%	8%	6%
CN(C)c1cc(Cl)c2nonc2c1N	-9%	?	5%
COCCN1Cc2cccc(C(=O)Nc3ccc(C(=O)OC)cc3)c2C1=O	·	-7%	2%
O=C(CCCC(=O)N(CC(=O)NC1CCCC1)Cc1ccccc1)Nc1ccccn1	-9%	0%	1%
O=S(=O)(NC1c2cccc3cccc(c23)C1N1CCNCC1)c1ccc(Cl)cc1 (stereo not given)	7.1µM*	-1%	0%
CCOc1cc2c(C)cc(=O)oc2cc1Cl	-24%	-3%	-4%

Continued.
SMILES	N370S GC	FEN1 inhibitor	TDP1 inh
Cc1nnc(OC(C)C)c2nn(-c3ccccc3F)c(C)c12	8%	0%	5%
CN1CCN(CCCN2c3ccccc3Sc3ccc(Cl)cc32)CC1	?	?	8%
Cc1cc(C(F)(F)F)nn1Cc1n[nH]c(=S)n1-c1cccc(Cl)c1	5%	-6%	4%
CCOC(=O)Cn1c(=O)n(C2CCCCC2)c2nc(-c3cccc(C)c3)nc(C(N)=O)c21	·	17%	1%
CC(=O)N1CCC(C(=O)Nc2ccc(S(=O)(=O)N3CCCCC3)cc2)CC1	-3%	6%	2%
O=C(N/N=C/c1cc([N+](=O)[O-])ccc1O)C1C2CCCCC21 (stereo not given)	-4%	·	6%
CCOC(=O)C1(CCCc2ccccc2)CCN(C(=O)CCc2cnn(C)c2)CC1	-24%	7%	0%
Cc1cc(C)c2c(=O)n(CC(=O)NCCCN3CCOCC3)sc2n1	-9%	?	8%
COc1ccc(OCC(=O)NNC(=O)C(=O)Nc2ccc(C)cc2)cc1	5%	-11%	-3%
O=C(NCc1cccn1Cc1ccccc1)Nc1ccc(Br)cc1F	·	0%	5%
CN1c2ccccc2C(=O)N2CCc3c([nH]c4ccccc34)C21 (stereo not given)	8%	-22%	9%
CCc1nc2ccccc2c(C(=O)OCCN2C(=O)c3ccccc3C2=O)c1C	-5%	-17%	-2%
CCCCNS(=O)(=O)c1ccc(OC)cc1	14%	2%	0%
CC(=O)N1CCc2c(sc(NC(=O)c3cccc(N4C(=O)CCC4=O)c3)c2C(N)=O)C1	-5%	0%	4%
CCC[C@@H](OS(N)(=O)=O)[C@@H](Cc1ccccc1)C(=O)OCC	-2%	13%	·
COc1cc(C2NC(=O)NC(c3ccccc3)=C2C(C)=O)c(Cl)cc1OCC(=O)O (stereo not given)	5%	12%	8%
O=C1CC(c2ccccc2)CN1C(=O)c1cccc([N+](=O)[O-])c1 (stereo not given)	11%	-5%	3%
O=C(CCCCCN1C(=O)c2cccc3cccc(c23)C1=O)NCc1ccco1	8%	0%	6%
Cc1nc(-c2ccccc2)sc1-c1n[nH]c(=S)n1C	14%	-1%	10%
O=C(Nc1nccs1)c1cc2c(s1)-c1ccccc1OC2	0%	-2%	-5%
CCOC(=O)NC(=O)CN1C(=O)NC2(CCc3ccccc32)C1=O (stereo not given)	-5%	1%	1%[0.0935 µM]
CCOC(=O)C1(Cc2cccc(OC)c2)CCCN(C(=O)CCN2CCCO2)C1 (stereo not given)	-4%	-2%	5%
Cc1cc(C)cc(N(CCC#N)C(=O)CSc2ncnc3sccc23)c1	·	-3%	0%
CCOc1ccc(S(=O)(=O)N/N=C2/CCCC(=O)C2)cc1	1%	5%	1%
Cc1nn(CCC(N)=O)c2nc(-c3cccs3)cc(C(F)(F)F)c12	-22%	4%	6%
CC(=O)NC(CC(=O)O)c1ccccc1 (stereo not given)	9%	-12%	-1%
Cc1ccc(OCC(=O)N2CCc3ccccc3C2)c([N+](=O)[O-])n1	-7%	14%	0%
O=C(Nc1nnc(-c2ccccc2F)s1)c1ccccc1F	-1%	-2%	·
CC(=O)N1CCN(Cc2nc3cc(NS(C)(=O)=O)ccc3n2C)CC1	8%	2%	5%
COc1ccc(C(=O)Nc2ccc(F)cc2F)cc1	21%	-1%	0%
Cc1c(-c2ccccc2)nc(N)c(C#N)c1-c1cccs1	8%	-1%	3%
CCOC(=O)C1=C(C)N=C(/N=C/N(C)C)SC1c1ccccc1 (stereo not given)	0%	15%	1%
NS(=O)(=O)c1ccc(CNS(=O)(=O)c2ccc3ccccc3c2)cc1	0%	-7%	0%
Cc1ccc(NC(=O)COC(=O)c2c[nH]c3ccccc23)cc1C	·	13%	1%
O=C(OCC(=O)N1CCN(c2ccccc2)CC1)c1nc(Cl)ccc1Cl	-3%	-2%	·
COc1cc(/C=C/C(=O)N2CCc3ccccc3C2)cc(OC)c1OC	-5%	-6%	3%
CCOC(=O)CSC1=C(C#N)C(c2ccc(Cl)cc2)C(C(=O)OC)C(=O)N1 (stereo not given)	-1%	-6%	-7%
CCOC(=O)Cn1c(=O)n(CC2CCCO2)c2nc(-c3c(F)cccc3Cl)nc(C(N)=O)c21 (stereo not given)	·	18%	3%
CC(Oc1ccc(F)cc1)C(O)CCN(C)C (stereo not given)	-22%	-6%	0%
CC1CCCCC1NC(=O)CN1CCC(NC(=O)c2ccc([N+](=O)[O-])cc2)CC1 (stereo not given)	5%	6%	5%
Cc1nc(-n2nnc3cc(C)c(C)cc32)c2c3c(sc2n1)CCCC3	6%	-1%	-6%
O=C1COc2ccc(C(=O)COC(=O)c3ncc(Cl)c(Cl)c3Cl)cc2N1	7%	5%	2%
Cc1nc2sccn2c(=O)c1S(=O)(=O)Nc1cc(Cl)ccc1O	·	-2%	0%
COC(=O)C1CCN(C(=O)CSc2nc3ccc(OC)cc3[nH]2)CC1	-1%	0%	4%
CCSC1=NCCN1S(=O)(=O)c1ccc(Cl)cc1	-7%	0%	-11%
CCc1ccc(CN2CC(C(=O)O)CC2=O)cc1 (stereo not given)	-7%	-3%	2%
Cc1ccc(COc2ccccc2C(=S)N2CCCC2)cc1	2%	-12%	3%
CCSc1ccccc1C(=O)Nc1ccc([N+](=O)[O-])cc1OC	0%	-1%	1%
Cc1ccc(NC(=O)CCn2cccn2)cc1Cl	·	-1%	6%
CC(CCC(=O)O)C1CCC2C3CCC4C[C@H](O)CCC4(C)C3CC(=O)C12C (stereo not given in full)	-10%	5%	·
CC(Cc1ccccc1)C(=O)NCc1ccccn1 (stereo not given)	-5%&-3%	2%	3%&8%
O=C(COC(=O)c1ccc(Br)o1)NCCNC(=O)COC(=O)c1ccc(Br)o1	5%	-1%	·
COc1ccc(NC(=O)c2cc3ccccc3oc2=O)c(OC)c1	4%	-7%	·
O=C(NC1=NCCS1)c1cccc(S(=O)(=O)N2CCOCC2)c1	·	-12%	0%
Cc1cc(C(=O)N2CCN(CCc3ccccc3)CC2)no1	5%	-3%	0%
O=C(CCc1ccccc1)N1CCCC1	-3%	4%	·
COc1ccc(CNC(=O)CSc2nnnn2C)cc1OC	11%	-4%	0%
Cc1cccn2cc(-c3ccc(NC(=O)Cc4ccccc4)cc3)nc12	-2%	-9%	·
Cc1ccc(S(=O)(=O)c2nc(-c3cccs3)oc2SC(C)C)cc1	·	0%	0%
CSc1ccc(S(=O)(=O)N2CCC(C(=O)N3CCOCC3)CC2)cc1	-5%	0%	0%

(more compounds)
SMILES	N370S GC	FEN1 inhibitor	TDP1 inh
COc1ccc(C(=O)COC(=O)CN2C(=O)C3C4C=CC(C5CC45)C3C2=O)cc1 (stereo not given)	3%	1%	0%
Cc1cccc(OCCSc2nnc(-c3cccs3)o2)c1	·	-2%	-9%
Cc1ccccc1Nc1c(-c2ccc(Cl)cc2)nc2c(C)cccn12	·	-5%	0%
O=[N+]([O-])c1cc([N+](=O)[O-])c(Oc2cncc(Cl)c2)cc1NN1CCCCC1	-6%	3%	·
O=C(C1CCN(S(=O)(=O)N2CCOCC2)CC1)N1CCOCC1	-29%	-3%	0%

Outcome played no part in choosing rows. Share with any hit: about 0.57%.
